Dynein cargo inh: dynein cargo transport inhibition; AID 1381; z-score, hits read low; 220,000 compounds, 0.47% hits; 3617.4 mouse cells, GR-EGFP nuclear translocation imaging; test concentration mostly 20 µM; stimulated with dexamethasone, 1 µM; active compounds read low;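 active = plate z-score of nuclear minus cytoplasmic receptor signal below a set negative limit, without overly bright fluorescence or cell loss, cut at about -3.5 in these data, passing the limit was not always enough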;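 also: z-score of nuclear minus cytoplasmic ring GR-EGFP intensity difference per well; some compounds called inactive have numbers as strong as hits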
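Also added – dexamethasone, 1.0 µM final · Buffer or medium – tet-free, stripped-serum medium · Schedule – induction 48 h, compound 1 h, agonist 30 min · Detection – formaldehyde fixation, Hoechst nuclear stain, 10x automated fluorescence imaging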
bCat nuc transl: beta-catenin nuclear translocation modulation. AID 1665. 190,000 compounds, 0.3% hits. HeLa beta-catenin nuclear translocation, immunofluorescence imaging. nuclear translocation activity, % at 5 µM;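 active = nuclear translocation activity above 50% at 5 µM, with a well cell count of 50 or more; inconclusive = wells under 50 cells across six images, flagged as toxic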;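 also: per-cell ratio of nuclear to cytoplasmic median beta-catenin stain intensity; plate controls were DMSO negative control for no effect and GSK-3 inhibitor IX positive control for full effect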
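Read-out: Nuclear/cytoplasmic beta-catenin signal ratio, % activation | Assay system: Human HeLa cell line | Times: 24 h compound exposure at 37°C, 5% CO2 | Signal: Fluorescence imaging of beta-catenin antibody stain plus DAPI | Dosing: 5 µM primary, 0.02–20 µM confirmation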
M1AAP inhibition: P. falciparum M1AAP inhibitors, biochemical, fluorogenic H-Leu-NHMec substrate, 1536-well (AID 1445); recombinant M1AAP, H-Leu-NHMec fluorogenic kinetic assay; higher % means a stronger effect; inhibition, % at 30 µM; hits with a dose series show IC50 in µM; 220,000 compounds, 0.42% hits;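 active = primary inhibition above the hit cutoff, then over 50% inhibition at one or more dose response concentrations, cut at about 23% in these data, passing the limit was not always enough; inconclusive = conflicting primary data, or primary hits not chosen for dose response; inactive = low primary inhibition, or under 50% at every dose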;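 also: plate controls were DMSO full reaction for no effect and no enzyme background for full effect; strong numbers were not always called active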
WT yeast gro inh: growth inhibition of WT yeast, mitochondrial fusion screen. mitochondrial fusion phenotypic screen, WT strain. 190,000 compounds, 2.1% hits. inhibition, % at 10 µM. AID 1362; in the data active = inhibition above about 58%; tested in S. cerevisiae
Autophagy mod: alters autophagy in cells. MEF GFP-LC3 puncta imaging; test concentration mostly 10 µM. calls only at 10 µM (by protocol). 190,000 compounds, 0.98% hits;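 active = percentage of spot-positive cells more than 3 SD above its plate mean, without a fluorescence outlier flag or 80% toxicity; inconclusive = no clear call, values can overlap the other calls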;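 also: spot-positive cell cutoff set from DMSO-treated cells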
P. falciparum M17LAP: P. falciparum M17LAP inhibitors, primary screen, biochemical, fluorogenic H-Leu-NHMec substrate, 1536-well (AID 1619); 220,000 compounds, 0.38% hits; recombinant M17LAP, H-Leu-NHMec fluorogenic kinetic assay; higher % means a stronger effect; one-dose inhibition, % at 30 µM; IC50 in µM for titrated hits;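 active = compound inhibiting the enzyme by more than half at any dose during confirmatory dose-response retesting; inconclusive = strong single-dose inhibitors picked by rank but not retested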;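 also: plate controls were full reaction with DMSO carrier for no effect and no enzyme background for full effect; strong numbers were not always called active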
MT stabilize HCS: microtubule stabilizers in HeLa cells | HeLa tubulin immunostaining HCS, 24 h; share of cells brighter than vehicle mean+2SD | % tubulin-high responders, % at 10 µM | AID 2205 | 200,000 compounds, 0.83% hits;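 active = plate Z-score above 3 for both tubulin-high and condensed-nucleus cell shares, with cell loss under 80%, at 10 µM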;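 also: anti alpha tubulin signal scored within the nucleus-defined area of each cell; some results filed as inactive read as strong as hits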
T cell modulator: modulates CD8 T cell binding to vesicles; 2C CD8+ T cell-vesicle binding, flow cytometry; active compounds read low; calls only at 7 µM; 330,000 compounds, 0.068% hits; AID 2052;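 active = response, share of CD8 T cells binding vesicles, and their 90th percentile fluorescence all below set limits, cut at about 80% in these data, passing the limit was not always enough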
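Assay system – 2C mouse CD8+ T cells · Also added – QL9-loaded Drosophila micro-vesicles · Timing – Cell–vesicle co-incubation 1.5 h at 37 °C, staining 20 min on ice · Signal – flow cytometry of vesicle-bound cells · Measure – percent CD8+ FL2 mean versus row control · Controls – Peptide-free naked vesicles (low) and QL9 vesicles with 0.7% DMSO vehicle (high)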
Yfh1-off respiration: enhancers of respiration in Yfh1-depleted yeast, dose response, Friedreich's ataxia, plus single-dose screen (AID 1465); one-dose fold induction at 50 µM; EC50 in µM for titrated hits; S. cerevisiae Yfh1-off respiration, WST-1 reduction, 72 h; higher fold induction means a stronger effect; 220,000 compounds, 0.074% hits;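 active = fold induction of absorbance versus untreated yeast above a set limit, then at least 30% activation at any dose in follow-up; inconclusive = repeats straddling the limit, or above it without dose testing; inactive = fold induction below the set limit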;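 also: activators that raise dye reduction in frataxin-depleted yeast; strong numbers were not always called active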
WT yeast gro inh mutant strain: second read-out of WT yeast gro inh, no call of its own (marks repeat the call); inhibition, %; mitochondrial fusion phenotypic screen, mutant strain inhibition
Dynein cargo inh cytoplasmic EGFP: recorded beside Dynein cargo inh, whose call it bears; z-score; measured here: cytoplasmic GR-EGFP intensity; active compounds read high
Dynein cargo inh nuclear GR-EGFP: second read-out of Dynein cargo inh, no call of its own (marks repeat the call); z-score; measured here: nuclear GR-EGFP intensity;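 lower value marks the stronger effect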
Dynein cargo inh cell count: second read-out of Dynein cargo inh, no call of its own (marks repeat the call); z-score; measured here: cell count per field
bCat nuc transl cell count 5 µM: second read-out of bCat nuc transl, no call of its own (marks repeat the call); cell count; measured here: cell count, cytotoxicity flag
T cell modulator vesicle-bound %: also measured in T cell modulator; calls as there; double positive events, %; measured here: CD8+ vesicle-bound cell fraction;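 binding gate set so that unloaded-vesicle control wells show 10% double positive cells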
MT stabilize HCS Hoechst-high %: further read-out of MT stabilize HCS, marked with its call; % Hoechst-high responders; measured here: nuclear condensation Hoechst responders;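 share of cells brighter than vehicle mean plus two SD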
MT stabilize HCS cytotoxicity %: also measured in MT stabilize HCS; calls as there; toxicity, %; measured here: cytotoxicity by cell density;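 0% = mean cell density of plate MIN control wells and 100% = no cells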
Autophagy mod cell loss 18 h: further read-out of Autophagy mod, marked with its call; toxicity, %; measured here: cell loss, nuclei count;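 cell loss after 18 h compound exposure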
An asterisk follows results filed as active; i = inactive; ? = inconclusive; / = not tested or not shown; + = active, no number. An unsorted share of the library. Share with any hit: about 4.4%.

SMILES	Dynein cargo inh	Dynein cargo inh cytoplasmic EGFP	Dynein cargo inh nuclear GR-EGFP	Dynein cargo inh cell count	bCat nuc transl	bCat nuc transl cell count 5 µM	M1AAP inhibition	WT yeast gro inh	WT yeast gro inh mutant strain	Autophagy mod	Autophagy mod cell loss 18 h	P. falciparum M17LAP	MT stabilize HCS	MT stabilize HCS Hoechst-high %	MT stabilize HCS cytotoxicity %	T cell modulator	T cell modulator vesicle-bound %	Yfh1-off respiration
CC1=C(C#N)C(=O)N(C2CCS(=O)(=O)C2)C(=O)/C1=C\c1ccc(C)o1 (stereo unspecified)	-0.076	-0.053	-0.041	-0.18	-0.3	1101	4%	/	/	/	/	24%	/	/	/	i	36	i
COc1cc(Cl)cc(C=O)c1OCC(=O)O	0.88	0.3	0.44	-0.67	0.9	1020	8%	4	7	i	15	1%	5.1	1.5	3.1	i	26	i
CN=c1oc2ccc(Cl)cc2cc1C(N)=O	-1.4	-0.2	-0.39	0.79	-7.7	1246	4%	-9	-8	i	-18	6%	5.2	2.3	13	i	11	i
CNC(=O)c1ccc(-c2sc3nc(N4CCOCC4)c4c(c3c2N)CCCC4)o1	-0.55	-0.33	-0.12	0.44	1.9	1119	18%	7	4	i	1	-30%	7.2	3.6	12	i	29	i
Cc1cc(C)cc(-n2ccnc2SCC(=O)Nc2ccc3c(c2)OCCO3)c1	0.28	-0.25	0.63	0.44	-1.2	1044	16%	-5	3	i	-1	1%	2.7	1.9	12	i	16	i
O=C(Cc1ccccc1)NCc1ccncc1	0.28	-0.22	0.3	0.079	1.2	1510	1%	-5	12	i	4	-3%	3.1	2.1	6.5	i	31	i
C/C(=N\S(=O)(=O)c1ccc(C)cc1)Nc1cc(C(C)C)c(O)cc1C	0.25	-0.19	0.33	0.32	-2.7	1078	-10%	-7	-4	i	-14	14%	2.1	4.4	7.9	i	58	i
Cc1cc(Cl)ccc1OCC(=O)NNC(=O)C1CCCO1 (stereo unspecified)	-0.27	-0.31	-0.019	0.59	-2.0	1126	1%	3	8	i	16	13%	1.5	2.7	11	i	47	i
c1ccc(-c2nc3ccccc3o2)nc1	0.1	-0.42	0.3	-0.36	-0.1	1315	0%	6	10	i	-8	3%	3.5	1.3	3.9	i	54	/
Cc1cccc(C(=O)n2c(=S)nc3ccccn32)c1	0.78	-0.096	0.88	-0.041	/	/	6%	13	24	i	15	-7%	0.8	0.9	1.7	i	43	i
COc1ccc(NC(=O)Nc2nnc(CC(=O)NCc3ccccc3)s2)cc1	0.21	-0.36	-0.51	0.57	0.4	1471	0%	-4	-12	i	-10	4%	2.4	1.6	4.5	i	48	i
C=CCn1c(SCC(=O)c2cc(C)n(C(C)COC)c2C)nc2sc(C)c(C)c2c1=O (stereo unspecified)	-0.13	3.9	1.1	1.7	/	/	0%	31	12	i	-4	1%	2.8	1.5	10	i	52	i
COc1ccc(CC(=O)OCC(=O)Nc2ccc(Cl)cn2)cc1	-0.57	-0.47	-0.51	0.63	/	/	4%	-13	-12	i	-5	-9%	1.3	3.4	14	i	52	i
COC(=O)C(=Cc1ccccc1[N+](=O)[O-])C(=O)OC	-5.4*	0.88*	-2.8*	1.1*	6.2	1235	-2%	/	/	/	/	0%	/	/	/	i	5	i
CCOc1ccc(Cn2c3ccc(OC)cc3c3nc4ccccc4nc32)cc1OC	-0.81	-0.093	-0.14	2	-1.4	1127	2%	-18	-33	+	-6.1*	-1%	4.3	4.3	9.0	i	46	i
COc1ccc(-c2cc(C3CCN(Cc4ccc([N+](=O)[O-])cc4)CC3)[nH]n2)cc1	-0.49	-0.059	-0.3	0.14	0.7	1068	14%	-6	16	i	-5	-2%	2.1	3.1	5.3	i	47	i
CCOC(=O)c1cnc2ccc(C(=O)OC)cc2c1NCCN1CCOCC1	1.9	-0.15	0.7	-1.7	1.3	1099	-3%	9	-4	i	7	-5%	4.8	1.2	3.4	i	66	i
O=C(NCCc1ccccc1)NC1CCCCC1	-0.22	0.061	0.034	-0.033	/	/	13%	-4	-3	i	-3	-3%	2.5	2.1	5.4	i	30	i
C=CCn1c(CCC(O)CCCCC)n[nH]c1=S (stereo unspecified)	-0.59	-0.25	-0.21	0.57	-1.4	1041	-1%	-5	15	i	1	48%	2.0	1.5	2.0	i	60	i
COCC(C)n1c(SCC(=O)NNC(=O)c2ccc(F)cc2)nc2ccccc2c1=O (stereo unspecified)	-0.17	-0.26	-0.067	0.66	-1.1	1045	0%	-4	6	i	30	6%	4.7	2.5	5.0	i	48	i
COc1ccccc1NC(=O)N1CCCC1C(=O)NC12CC3CC(CC(C3)C1)C2 (stereo unspecified)	0.43	-0.21	0.053	0.32	-2.0	1107	9%	6	20	i	-1	0%	1.6	1.0	4.0	i	27	i
CCCCc1ccc(-c2ccc(Br)cc2O)nc1	-0.067	-0.36	-0.15	0.034	-2.5	1222	7%	2	-2	i	-3	-5%	1.8	1.5	6.8	i	21	i
CCC(c1ccccc1)c1nnc(NC(=O)c2ccco2)s1 (stereo unspecified)	-0.68	-0.25	0.24	-0.095	-0.2	1347	2%	/	/	/	/	4%	/	/	/	i	26	i
Cc1ccccc1C(=O)c1c[nH]c(C(=O)N2CCN(c3ccccc3F)CC2)c1	1.3	-0.058	0.68	0.2	-2.2	1130	2%	24	-18	i	-16	5%	7.8	4.4	9.1	i	20	i
CCOC(=O)C1=C(c2ccccc2)N=C2SCC(=O)N2C1c1ccc(OCC)c(OCC)c1 (stereo unspecified)	-0.19	-0.097	0.22	0.35	-3.1	1196	0%	-8	-1	i	-5	7%	0.9	0.7	9.7	i	57	i

The results go on.
SMILES	Dynein cargo inh	Dynein cargo inh cytoplasmic EGFP	Dynein cargo inh nuclear GR-EGFP	Dynein cargo inh cell count	bCat nuc transl	bCat nuc transl cell count 5 µM	M1AAP inhibition	WT yeast gro inh	WT yeast gro inh mutant strain	Autophagy mod	Autophagy mod cell loss 18 h	P. falciparum M17LAP	MT stabilize HCS	MT stabilize HCS Hoechst-high %	MT stabilize HCS cytotoxicity %	T cell modulator	T cell modulator vesicle-bound %	Yfh1-off respiration
Cn1nnnc1SCC(=O)NCc1ccccc1	-0.86	-0.22	-0.64	1.4	-3.4	601	3%	-9	0	i	-7	-8%	4.8	2.7	6.8	i	32	i
N/C(=N\OC(=O)CCCc1ccccc1)c1cccc([N+](=O)[O-])c1	-1	-0.14	-0.82	0.93	-0.9	977	4%	23	5	i	-3	-3%	2.4	3.3	3.4	i	36	i
COc1cc(C(=S)N2CCC(C)CC2)ccc1O	-0.15	-0.036	0.13	-0.016	2.4	963	4%	6	14	i	-25	2%	2.4	1.0	3.3	i	14	i
CCCn1c(SCC(=O)Nc2nnc(C(C)C)s2)nc2c1c(=O)n(C)c(=O)n2C	-0.57	-0.34	-0.66	1.2	-0.6	1194	-5%	6	10	i	-2	6%	2.8	1.8	9.0	i	34	i
O=S(=O)(N/N=C/c1c(F)cccc1Cl)c1ccccc1	-0.076	-0.15	-0.16	0.24	-1.9	1273	2%	-1	6	i	6	17%	1.4	1.8	3.0	i	2	i
COc1cccc(OCC(O)CN2CCC(Cc3ccccc3)CC2)c1 (stereo unspecified)	-0.2	-0.21	0.07	0.093	1.5	1442	6%	-2	15	i	8	0%	2.3	2.0	3.0	i	7	i
C[C@@H](C(=O)NCC1CC1)[C@@H]1C[C@@]1(C)[C@@H](NC(=O)OCc1ccccc1)c1ccccc1	0.97	-0.3	0.77	0.14	/	/	3%	0	-4	i	3	-5%	2.4	3.1	11	/	/	i
Cc1ccc(NS(=O)(=O)c2ccc(N/N=C/c3ccncc3)c([N+](=O)[O-])c2)c(C)c1	0.12	-0.13	0.066	-0.15	3.5	470	5%	2	-12	i	-5	-7%	3.0	3.1	6.9	i	28	?
NC(=O)c1ccsc1NC(=O)COC(=O)C1CCCN1C(=O)c1cccs1 (stereo unspecified)	-0.2	-0.13	-0.35	0.18	-0.6	760	7%	13	-1	i	14	0%	3.0	3.4	1.6	i	57	i
COc1ccc(N2C(=O)C3C4C=CC(CC4)C3C2=O)c([N+](=O)[O-])c1 (stereo unspecified)	-0.11	-0.11	0.49	0.4	4.3	1334	-4%	4	-7	i	9	0%	3.1	2.1	6.5	i	33	i
COc1ccc(/C=C2\SC(=S)N(C(Cc3ccccc3)C(=O)O)C2=O)cc1 (stereo unspecified)	1.4	-0.28	-0.11	-0.71	-1.6	1113	5%	-34	-20	i	-6	37%	3.4	1.7	14	/	/	i
NS(=O)(=O)c1ccc(CNC(=O)C2(c3ccc(Cl)cc3)CC2)cc1	0.3	-0.36	0.073	1.1	1.8	913	2%	-4	-15	i	3	2%	8.8	1.2	7.1	i	43	i

Source: PubChem BioAssay (several laboratories)
